Screening results (PubChem)
Imprint erasure = qHTS Assay for Compounds that Induce Erasure of Genomic Imprints | mouse ES Peg3-LacZ reporter, beta-gal luminescence, 40 h | Potency, µM (titrated, usually from 60.7 µM), without a hit: top-dose activity change, positive = activation, most hits filed as activators | 110,000 tested, 0.02% active;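 note: 0% = negative control wells on the plate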
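Readout: BetaGlo luminescence (5 min, room temp) for LacZ from the normally silent maternal Peg3 allele in female Peg3LacZ-Neo ES cells. Cells 300/well, 40 h, 37C, 5% CO2. Data normalized per plate to negative controls.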
p53ts 39C kill = qHTS Screen for Compounds that Selectively Target Cancer Cells with p53 Mutations: Cytotoxicity of p53ts Cells at the Nonpermissive Temperature; H1299-p53A138V viability at 39C, ATP luminescence, 24 h; Potency, µM (top dose mostly 46.1 µM), without a hit: at the highest dose activity change, negative = cell killing, usual class: cytotoxic; 130,000 tested, 1.5% active; note: nearly all actives have a fitted effect of over 55% in size
IkB signaling = IkB Signaling | Potency, µM (top dose mostly 57.1 µM), for the others: at the top dose IkBa stabilization activation | ABC-DLBCL IkBa-CBG/CBR dual luciferase ratio, 4 h; response scale: scaled: untreated 0%, proteasome inhibitor 100% | AID 445, 2006 | 110,000 tested, 0.04% active; active = well fitted curve in the direction sought with a large enough effect in the signal ratio, not every such curve was filed as active; inconclusive = small, poorly fitted or top-dose-only effect, or a change in a side signal; the % refers to the signal ratio;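 note: the direction sought is a rising ratio; 0% = basal untreated cells and 100% = reference inhibitor full response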
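Luminescence ratio of IκBα-fused green versus native red beetle luciferase in OCI-Ly3 cells, 4 h post-doxycycline with compound; red signal alone, scaled from basal (0%) to zero light (-100%), flagged nonspecific or cytotoxic effects.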
p53ts 32C tox = qHTS Screen for Compounds that Selectively Target Cancer Cells with p53 Mutations: Cytotoxicity of p53ts Cells at the Permissive Temperature. H1299-p53A138V at 32C, ATP luminescence viability, 24 h. Potency, µM (titrated, usually from 46.1 µM), inactives show top-dose activity change, negative = cytotoxicity, hits mostly cytotoxic. 130,000 tested, 0.93% active;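 note: 0% = DMSO and -100% = full killing by reference compound; nearly all actives have a fitted effect of over 55% in size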
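H1299-p53 A138V cells (temperature-sensitive p53) exposed 24 h to up to 46 uM compound at 32C, where p53 is wild-type in conformation. Viability read as ATP luminescence and normalised to DMSO and 100 uM tamoxifen. AC50 fitted with the Hill equation.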
* = called active by the depositor; ? = inconclusive; · = not tested or not shown; [ ] = dose if it differs, or a comment. Unless noted, calls come from the whole dose curve; as a rule, active = well fitted curve in the direction sought with a large enough effect; inconclusive = small, poorly fitted or top-dose-only effect, or another doubt; inactive = no such curve, though single readings can be large; an effect the other way counts as inactive or inconclusive. Unless noted, % is set by controls: 0 for no effect and ±100 for the full control effect; potency is the fitted concentration of half-maximal effect.

SMILES	Imprint erasure	p53ts 39C kill	IkB signaling	p53ts 32C tox
CC1(C)CC(CC(=O)O)(c2ccccc2)CCO1 (stereo not drawn)	4%	4%	1.6%	-5%
CC1(C)CC(=O)C=C(Nc2ccccc2F)C1	-10%	-2%	0.1%	4%
COc1cccc(-c2nnc(SCC(=O)NC3CCCCC3)o2)c1	6%[10.9 µM]	-7%	8.4%	-1%
Cc1cccc(CCNC(=O)CCc2c(C)nc3c4c(C)cc(C)nc4nn3c2C)c1	9%[10.9 µM]	-12%	1.0%	2%
O=C(CN1C(=O)CCS(=O)(=O)c2ccccc21)NCc1ccc(F)cc1	-6%	-8%	-0.4%	-1%
Cc1ccccc1CCNC(=O)c1ccc2c(c1)c(C)c(C)n2Cc1ccccc1	-13%[10.9 µM]	3%	-1.5%	12%
Cc1ccc(S(=O)(=O)Nc2ccc(Br)cc2/C=N/n2cnnc2)cc1	-18%	-5%	?	29%
O=C(NCCC1=CCCCC1)C1CCN(S(=O)(=O)c2ccc(-n3cnnn3)cc2)CC1	-5%	3%	2.7%	-1%
Cc1cnc(C(=O)Nc2ccc(-n3cnnn3)cc2)cn1	-12%	-4%	-1.2%	-3%
c1ccc2c(c1)ccc1cc3c(ccc4ccccc43)cc12	-5%	-18%	?	-1%[1.84 µM]
CN(CCNC(=O)C1CCN(S(=O)(=O)c2cnc[nH]2)CC1)Cc1ccccc1	-17%	-8%	-0.2%	-3%
Cc1ccc(Cl)cc1N1CCN(C(=O)CCS(=O)(=O)c2ccc3c(c2)oc(=O)n3C)CC1	7%[10.9 µM]	-13%	3.0%	6%
Cc1ccc(C)c(CN2C(=O)c3ccccc3S(=O)c3ccc(C(=O)N4CCN(c5cccc(Cl)c5)CC4)cc32)c1 (stereo not drawn)	-16%[10.9 µM]	-19%	-0.6%	22%
COc1cc(=O)[nH]c(=O)n1CC(=O)c1ccccc1	·	0%	·	8%
C=C(C)Cn1c(CCNC(=O)C(C)C)nc2ccccc21	5%	10%	0.4%	6%
COc1ccc(NC(=O)Cn2cc(S(=O)(=O)N3CCN(c4ccccc4F)CC3)c3ccccc3c2=O)cc1Cl	-9%[10.9 µM]	2%	?	21%
CCn1c(=O)cc(SCC(=O)NCCc2ccc(Cl)cc2)c2ccccc21	11%[10.9 µM]	?	?	11%
O=C1CCCC(O)=C1C=NCCc1ccccc1	-4%	5%	1.3%	-3%
CCOc1ccc(NC(=O)c2nnn(CC(=O)Nc3ccccc3OC)c2N)cc1	-5%	-30%	-0.4%	-28%
CCOCCc1nn2c(=O)cc(COC(=O)c3ccco3)nc2s1	11%[10.9 µM]	13%	2.5%	-2%
CCc1ccccc1Nc1ncnc2c1cnn2-c1ccc(C)cc1C	-12%[10.9 µM]	9%	?	-7%
CCOc1ccccc1NC(=O)c1c(NC(=O)C(C)Oc2ccc(Cl)cc2)sc2c1CCCCC2 (stereo not drawn)	-11%[10.9 µM]	17%	-1.2%	8%
COc1cc(-c2nnc(SCC#CCO)o2)cc(OC)c1OC	-3%	9%	6.2%	8%
Cc1cc(=O)n2c(c1C#N)SC1CCCCC12O (stereo not drawn)	-6%	9%	0.8%	3%
C1CCC(C23CC4CC(CC(C4)C2)C3)NC1 (stereo not drawn)	·	8%	·	-1%

(further entries)
SMILES	Imprint erasure	p53ts 39C kill	IkB signaling	p53ts 32C tox
Cn1c(=O)c2c(SCC(=O)N3CCOCC3)nc(CC(C)(C)C)nc2n(C)c1=O	-3%	21%	3.6%	-3%
CCOc1ccc(NS(=O)(=O)c2ccc3[nH]cc(C(=O)NCCc4ccccc4)c(=O)c3c2)cc1	-16%[10.9 µM]	10%	?	-9%
CCOC(=O)c1c(C)cccc1OCC(N)=O	·	4%	·	-10%
Cc1ccc(NS(=O)(=O)c2ccc3nc(-c4ccccc4)[nH]c3c2)c(Cl)c1	-5%[10.9 µM]	-19%	?	1%
COc1ccc(-c2noc(Cc3ccccc3OC)n2)cc1	-21%	1%	12%	-2%
Cc1ccc(C(C(=O)NC2CCCCC2)N(C(=O)c2csnn2)C2CC2)o1 (stereo not drawn)	-8%	-2%	1.6%	-4%
N#C/C(=C/N1CCOCC1)c1ccccc1	-8%	-8%	0.6%	2%
COCCn1nnnc1C(c1ccc2ncccc2c1)N1CCN(c2ccccc2F)CC1 (stereo not drawn)	-7%	1%	-0.3%	11%
C[C@H](NC(=O)c1ccc(Cl)c(Cl)c1)c1ccc(-c2ccccc2)cc1	-12%[10.9 µM]	9%[9.22 µM]	3.1%[11.4 µM]	13%[9.22 µM]
CC(=O)c1cccc(NC(=O)c2nc(-c3ccccc3)n(-c3cccc(Cl)c3)n2)c1	-9%[10.9 µM]	-21%	1.8%	-13%
CCCn1c(SCC(=O)Nc2ccccc2C(=O)OC)nc2c1c(=O)n(C)c(=O)n2C	1%	5%	-0.7%	7%
Cn1c(CNc2nc(-c3ccccc3)cs2)nnc1SCC(=O)N1CCc2ccccc21	-14%	-13%	7.3%	3%
COc1ccc2c(c1)c1c(c(=O)n(-c3ccccc3)c(=O)n1CC(=O)NCc1ccc(C)cc1)n2C	20%[10.9 µM]	6%	1.6%	-6%
Cc1ccc(-c2nnn(CC(=O)N(Cc3ccco3)C(C(=O)NC(C)(C)C)c3cccs3)n2)o1 (stereo not drawn)	0%	-10%	?	15%
COc1cccc(CNC(=O)CSc2ccc(-c3sc(-c4ccccc4)nc3C)nn2)c1	-13%[10.9 µM]	-18%	?	5%
CCOc1ccc(-n2c(SCC(=O)Nc3ccc(OC)cc3OC)nc3c(c2=O)SCC3)cc1	-17%	-8%	0.7%	7%
O=C(c1ccccc1)N1CCn2c(nc3ccccc32)C1	6%	7%	1.2%	-4%
O=C(CS(=O)(=O)c1cccc2nsnc12)Nc1ccccc1Cl	10%[10.9 µM]	-21%	0.1%	11%
CN(C)Cc1c(O)ccc2oc(Cc3ccccc3)cc12	-33%[inhibitor]	-9%	-3.0%	6%
Cn1cccc1C(C(=O)NC1CCCCC1)N(C(=O)Cc1cccs1)c1ccc2c(c1)OCCO2 (stereo not drawn)	-11%	-18%	?	4%
CCCCCC(=O)OC(CN1CCCCC1)CN1CCCC1=O (stereo not drawn)	-8%	6%	1.8%	-12%
CCOC(=O)Nc1cc(C)c(Cl)cc1OC	-14%	2%	1.1%	-2%
CC(=O)OC[C@@]1(O)C[C@]23CCC4c5ccoc5CC[C@@]4(C)C2CCC1C3 (stereo partly drawn)	-3%	6%	·	4%
CCN(CC)C(=O)c1sc2nc(-c3ccccn3)[nH]c(=O)c2c1C	-17%	-26%	9.8%	-25%
Cc1cc(Cl)c(S(=O)(=O)N2CCN(c3ccccc3)CC2)cc1OCC(N)=O	·	-13%	·	-1%

Carrying on:
SMILES	Imprint erasure	p53ts 39C kill	IkB signaling	p53ts 32C tox
CN(C1CCCCC1)S(=O)(=O)c1ccc(C(=O)Nc2sc3c(c2C(N)=O)CC(C)(C)NC3(C)C)cc1	-20%[10.9 µM]	?	0.6%	-8%
CCOc1ccc(S(=O)(=O)NCCc2csc3nc(-c4cccc(C)c4)nn23)cc1	12%[10.9 µM]	-22%	3.4%	-6%
Cc1ccc(CCNC(=O)c2c(C)nn(-c3ccc(F)cc3)c2-n2cccc2)cc1	-8%[10.9 µM]	-23%	?	7%
CCOc1cc(C2NC(=O)c3c(sc4c3CCN(C)C4)N2)ccc1OC(=O)c1ccc(Br)cc1 (stereo not drawn)	-12%[10.9 µM]	11%	-2.5%	7%
COCCCNC(=O)c1c(NC(=O)c2cc(=O)c3ccccc3o2)sc2c1CCCC2	10%[10.9 µM]	33%[activator]	?	7%
CCN(C(=O)CN(C)S(=O)(=O)c1ccc2c(c1)n(C)c(=O)c(=O)n2C)c1cccc(C)c1	-10%[10.9 µM]	9%	?	0%
COc1cccc(C2CC(c3cccc(Br)c3)n3nc(N)nc3N2)c1 (stereo not drawn)	-9%	5%	-3.5%	7%
CCCCNc1nc2c(c(=O)n(Cc3ccc(Cl)c(Cl)c3)c(=O)n2C)n1C	-8%[10.9 µM]	?	?	16%
Cc1cc(Nc2ncc(Cl)cc2Cl)n[nH]1	-7%	-12%	-0.9%	-6%
CCOc1ccc(OCC)c(NC(=O)C2CCCN(c3ncccn3)C2)c1 (stereo not drawn)	-12%	-8%	-1.0%	-2%
CCCCCC(=O)Nc1cccc(-c2nc3ncccc3o2)c1	-28%	0%	?	14%
CCC(=O)Nc1cccc(-c2nc3cc(C)ccc3o2)c1	-34%[inhibitor][10.9 µM]	?	0.7%	?
Cc1cc(C)cc(NC(=O)Nc2ccccc2OCc2cc(=O)n3ccccc3n2)c1	-15%[10.9 µM]	-28%	?	-23%
CCOCCc1nn2c(=O)cc(COC(=O)COc3ccccc3Cl)nc2s1	-12%[10.9 µM]	-11%	-1.1%	-5%
Cc1cc(C)nc(NC(=O)c2c(-c3ccccc3Cl)noc2C)n1	-5%	6%	2.5%	9%
COc1ccc(NC(=O)CCc2nc3cccnc3n2Cc2cccs2)c(OC)c1	-6%[10.9 µM]	19%	?	-1%
CCC1=NC(c2ccccc2Cl)N(O)C1(C)C (stereo not drawn)	1%	4%	3.2%	-1%
CC(NC(=O)c1ccccc1NC(=O)c1ccco1)C(=O)O (stereo not drawn)	-13%	38%[activator]	-0.2%	1%
Cc1nn(-c2ccccc2)c2sc(C(=O)OCN3C(=O)c4ccccc4C3=O)cc12	-2%	2%	-1.4%	-16%
CCOC(=O)C1CCN(c2c(NCCCN(CC)Cc3ccccc3)c(=O)c2=O)CC1	21%	-10%	-0.8%	-15%
CCOC(=O)c1[nH]c(C)c(CCC(=O)Nc2ccc(N(CC)CC)cc2C)c1C	-10%[10.9 µM]	-1%	?	-6%
COCc1nnc(NC(=O)c2ccco2)s1	-18%	1%	-2.3%	1%
COCC(=O)N1CCC2(CC1)CN(Cc1cc(C(F)(F)F)cc(C(F)(F)F)c1)C2	·	0%	-2.0%[11.4 µM]	-3%
COC(=O)c1cccc(C#CC(NP(=O)(c2ccccc2)c2ccccc2)c2ccccc2)c1 (stereo not drawn)	-10%	21%	·	5%
O=C(O)c1ccc(-c2ccccc2Cl)o1	-35%[inhibitor]	5%	-0.6%	-1%

A different layout for 6 compounds above:
Value order – Imprint erasure	p53ts 39C kill	IkB signaling	p53ts 32C tox
COc1ccc(NC(=O)CCc2nc3cccnc3n2Cc2cccs2)c(OC)c1
 : -6%[10.9 µM]	19%	?	-1%
COC(=O)c1cccc(C#CC(NP(=O)(c2ccccc2)c2ccccc2)c2ccccc2)c1 (stereo not drawn)
 : -10%	21%	·	5%
CN(C1CCCCC1)S(=O)(=O)c1ccc(C(=O)Nc2sc3c(c2C(N)=O)CC(C)(C)NC3(C)C)cc1
 : -20%[10.9 µM]	?	0.6%	-8%
CCC(=O)Nc1cccc(-c2nc3cc(C)ccc3o2)c1
 : -34%[inhibitor][10.9 µM]	?	0.7%	?
O=C(O)c1ccc(-c2ccccc2Cl)o1
 : -35%[inhibitor]	5%	-0.6%	-1%
Cc1ccc(CCNC(=O)c2c(C)nn(-c3ccc(F)cc3)c2-n2cccc2)cc1
 : -8%[10.9 µM]	-23%	?	7%

(further entries)
SMILES	Imprint erasure	p53ts 39C kill	IkB signaling	p53ts 32C tox
O=c1cnc2cncnc2n1Cc1ccccc1	-21%	-16%	3.4%[11.4 µM]	2%
Cc1ccc(C(=O)CSc2nnc(-c3ccccc3)n2-c2ccccc2)o1	-1%	-3%	0.2%	6%
COC(=O)c1cccc(C23CC4(C2)[C@H](CN(C)[C@@H]4c2ccccc2)C3c2ccc(C(F)(F)F)cc2)c1 (stereo partly drawn)	-6%	-7%	·	21%
O=C(Nc1ccc(N2C(=O)C3C4C=CC(C4)C3C2=O)cc1)Nc1cccnc1 (stereo not drawn)	-22%	-7%	-1.9%	-8%
Cc1ccc2cc3cc(C(=O)N(C)C4CCCCC4)oc3nc2c1	-7%	?	-3.3%	?
COc1ccccc1N1CCN(c2ccc(=O)n(CC(=O)O)n2)CC1	-6%[10.9 µM]	5%	-0.7%	-3%
CC(=O)NC(CCS(C)(=O)=O)C(=O)Nc1nc(C)cs1 (stereo not drawn)	4%	-2%	-0.8%	-4%
